Screening results (PubChem)
KLK7 zymogen act = proKLK7 (human) activation, primary screen; P49862; 370,000 tested, 0.9% active; activation, % at 7 µM; purified proKLK7, EDANS-DABCYL substrate fluorescence; 100% is mature enzyme control, 0% vehicle;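 active means activation above the mean of all tested compounds plus 3 SD, computed per campaign excluding outliers beyond control limits, cut at about 13% in these data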
NPR2 activator = GC-B (human) receptor activation | P20594 | HEK293-GC-B cells, CNP EC30, cGMP TR-FRET; 0% at EC30 CNP, 100% saturating CNP | activation, % at 10 µM | 370,000 tested, 0.11% active | AID 1920062;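 active means activation at 10 µM reaching about 35% in either raw or pattern-adjusted values, limit read from the data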
GC-A act = GC-A (human) enzyme activation. HEK293 GC-A cells, cGMP TR-FRET, EC30 ANP; 0% at EC30 ANP, 100% saturating ANP. 370,000 tested, 0.14% active. AID 1671463. activation, % at 10 µM; in the data active means activation above about 40%
Target sequence (P16066 whole entry, looked up): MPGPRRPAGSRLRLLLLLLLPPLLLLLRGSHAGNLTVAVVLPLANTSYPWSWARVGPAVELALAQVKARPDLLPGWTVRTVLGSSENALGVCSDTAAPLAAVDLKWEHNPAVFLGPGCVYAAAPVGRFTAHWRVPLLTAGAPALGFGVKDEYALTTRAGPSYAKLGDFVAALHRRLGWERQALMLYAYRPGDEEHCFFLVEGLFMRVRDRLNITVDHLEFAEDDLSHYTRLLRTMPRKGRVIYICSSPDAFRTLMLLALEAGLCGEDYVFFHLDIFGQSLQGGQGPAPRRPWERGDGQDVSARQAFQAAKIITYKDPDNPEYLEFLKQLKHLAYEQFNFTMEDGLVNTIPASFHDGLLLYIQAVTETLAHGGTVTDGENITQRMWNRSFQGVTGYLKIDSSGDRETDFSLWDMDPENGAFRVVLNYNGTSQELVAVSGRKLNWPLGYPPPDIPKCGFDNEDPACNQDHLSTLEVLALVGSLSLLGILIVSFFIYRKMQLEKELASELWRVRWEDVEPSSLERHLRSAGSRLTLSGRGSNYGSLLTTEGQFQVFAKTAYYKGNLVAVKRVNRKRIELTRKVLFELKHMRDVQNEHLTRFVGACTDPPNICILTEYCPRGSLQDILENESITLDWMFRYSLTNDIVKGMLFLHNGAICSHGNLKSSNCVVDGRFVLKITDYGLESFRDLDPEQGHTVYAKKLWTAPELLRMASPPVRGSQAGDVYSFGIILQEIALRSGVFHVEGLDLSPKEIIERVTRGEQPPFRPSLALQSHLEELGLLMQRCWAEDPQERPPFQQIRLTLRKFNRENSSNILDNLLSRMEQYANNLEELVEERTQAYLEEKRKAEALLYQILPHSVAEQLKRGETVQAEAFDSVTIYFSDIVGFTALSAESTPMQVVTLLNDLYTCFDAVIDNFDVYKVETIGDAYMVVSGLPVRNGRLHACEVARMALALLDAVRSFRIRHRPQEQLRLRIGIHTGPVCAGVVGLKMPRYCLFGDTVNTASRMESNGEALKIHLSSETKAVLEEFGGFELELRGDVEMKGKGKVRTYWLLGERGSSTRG
GAA850 FXN act = frataxin GAA850 promoter activation. activation, % at 6 µM. AID 540364. 360,000 tested, 0.56% active. HEK293 lucGAA850 FXN promoter luciferase reporter, 24 h; percent of 10 µM SAHA response;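 active means activation above the average of all compounds screened plus 3 SD, cutoff fixed separately per campaign, cut at about 7.5% in these data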;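 further: 0% = DMSO wells and 100% = 10 µM SAHA wells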
ARFGAP1 inh = rat ARFGAP1 inhibition | inhibition, % at 16.5 µM | Arfgap1-stimulated ARF1 GTP hydrolysis, GDP FP detection | 360,000 tested, 0.26% active;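 active means inhibition above a per-plate limit, mean inhibition of low control wells plus 3 SD, cut at about 25% in these data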;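 further: 0% = DMSO wells with enzyme and 100% = wells lacking Arfgap1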
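system = rat Arfgap1 catalytic domain, aa 1-136 | technique = FP, GDP Alexa 633 tracer displaced from anti-GDP antibody, 620/688 nm | compound = one concentration, 16.5 µM, DMSO 1.26% | medium = HEPES-based buffer, pH 7.5 | timing = compound-enzyme preincubation 20 min, reaction 120 min, detection 60 min, 25 °C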
ASAP1 inh = ASAP1 ArfGAP inhibition; Q9ULH1; ASAP1-stimulated ARF1 GTP hydrolysis, GDP FP detection; inhibition, % at 16.5 µM; 360,000 tested, 0.19% active; AID 624377; in the data active means inhibition above about 25%;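 further: 0% = vehicle with enzyme and substrate and 100% = no enzyme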
rCAG binder = binds r(CAG) RNA repeats; inhibition, % at 3 µM; 370,000 tested, 1.3% active; r(CAG) RNA repeat, TO-PRO-1 dye displacement fluorescence;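 active means inhibition above the plate cutoff, the mean of all test compounds on that plate plus 3 SD, cut at about 35% in these data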;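 further: 0% = DMSO alone and 100% = 100 µM mitoxantrone as full dye displacement; higher means more dye released from RNA so lower well fluorescence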
HGIII-sPLA2 inh = Blocks human group III sPLA2 activity | QFRET BODIPY PC-A2 liposome hydrolysis, fluorescence | AID 743126 | 370,000 tested, 0.56% active | inhibition, % at 12.2 µM | Q9NZ20;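 active means inhibition above mean plus 3 SD of compounds lying within the high and low control bounds, cut at about 19% in these data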;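 further: 0% = median of test compound wells and 100% = no enzyme DMSO wells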
ADAM10 inh = inhibits human ADAM10; inhibition, % at 7 µM; O14672; 370,000 tested, 0.62% active; recombinant ADAM10, EDANS/DABCYL FRET peptide cleavage, 3 h;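 active means inhibition above a per-campaign cutoff equal to the mean of compounds falling between control-based bounds plus 3 SD, cut at about 20% in these data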;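 further: 0% = DMSO wells while the 100% control is not disclosed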
Tn6 DDE FP = DD(E)-Tn6 binding inhibition, primary FP screen; 370,000 tested, 0.21% active; inhibition, % at 8.3 µM; Fibrin DD(E) TRITC-Tn6 fluorescence polarization displacement;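 active means inhibition above a per-campaign cutoff: mean of compounds within control limits plus 3 SD, cut at about 15% in these data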;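 further: 0% = median of all compound wells on the plate and 100% = blocking peptide control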
Numbers without * were called inactive; nt = not tested or not shown.

(1) CC1CCN(S(=O)(=O)c2ccc3c(c2)N(CC(=O)NCCCN2CCCCC2)C(=O)CS3)CC1
(2) COc1ccccc1NC(=O)CN(C)S(=O)(=O)c1cc(C)ccc1OC
(3) O=C(CS(=O)c1ccc(F)cc1)Nc1ccccc1Cl (stereo not drawn)
(4) CC(=O)c1ccc(NC(=S)NC(C)CCc2ccccc2)cc1 (stereo not drawn)
(5) C(=N\C(/N=C/c1ccco1)c1ccco1)/c1ccco1
(6) Cn1c(N2CCN(C(=O)Nc3ccc(C(F)(F)F)cc3)CC2)nc2ccccc21
assay / entry	1	2	3	4	5	6
KLK7 zymogen act	0.0	-0.1	-0.4	0.1	0.1	-0.3
NPR2 activator	-4.0	3.3	1.7	1.1	6.7	-5.6
GC-A act	-1.3	1.0	6.4	-8.4	-0.9	3.2
GAA850 FXN act	2.7	2.4	1.2	1.0	0.2	-1.6
ARFGAP1 inh	3.4	-2.2	8.7	-7.1	-7.5	0.7
ASAP1 inh	12.5	-9.1	-6.8	2.1	-3.2	-3.6
rCAG binder	-2.9	-0.3	1.5	3.4	9.9	-3.8
HGIII-sPLA2 inh	2.6	3.2	4.5	-23.1	-4.9	-2.6
ADAM10 inh	0.2	8.4	9.2	3.5	-149.3	3.5
Tn6 DDE FP	4.2	-1.5	5.5	-1.2	4.5	-4.0

(7) CCc1nnc(NC(=O)CSc2ncc(-c3ccccc3)n2CC)s1
(8) CC1Cc2ccccc2N1S(=O)(=O)c1cccc(C(=O)NC2CC2)c1 (stereo not drawn)
(9) CCNS(=O)(=O)c1ccc(CCC(=O)N2CCC(C)CC2)cc1
(10) Cc1cc(C)c(OCCCn2ccnc2)c(C)c1
(11) CCOC(=O)CNC(=O)/C=C/c1ccc2c(c1)OCO2
(12) Nn1c(Cc2ccc(Br)cc2)n[nH]c1=S
assay / entry	7	8	9	10	11	12
KLK7 zymogen act	0.5	0.1	0.3	-0.1	4.3	0.1
NPR2 activator	2.8	-0.9	-1.0	5.5	5.2	2.3
GC-A act	5.7	2.5	-2.0	3.2	2.8	2.4
GAA850 FXN act	2.5	-0.7	0.3	0.6	3.5	0.6
ARFGAP1 inh	-0.2	-9.7	4.9	-10.5	-7.3	11.2
ASAP1 inh	16.1	-0.8	-0.9	1.7	-5.4	9.8
rCAG binder	-7.3	2.8	10.2	-5.5	-2.5	-1.5
HGIII-sPLA2 inh	-5.3	-9.5	2.0	-17.3	7.5	5.0
ADAM10 inh	1.8	4.0	-3.5	-1.5	-152.3	-3.3
Tn6 DDE FP	11.6	6.4	1.0	3.1	-0.7	-0.6

(13) CC12CCC(C(=O)Nc3cc(Cl)ccc3Cl)(C(Br)C1=O)C2(C)C (stereo not drawn)
(14) CC1(C(=O)NS(=O)(=O)c2ccc(Cl)cc2)CCN1C(=O)CCC1CCCC1 (stereo not drawn)
(15) Cc1ccc(S(=O)(=O)/N=C2/NC(=O)/C(=C/c3ccc(Br)o3)S2)cc1
(16) COC(=O)[C@]12CCCCC=C1N(CCc1ccc(OC)c(OC)c1)C(=O)[C@H](CC(=O)N1CCC(c3ccccc3)CC1)C2
(17) O=c1n(-c2ccccc2)c(=O)n2n1CC(O)C2
(18) CCc1ccccc1NC(=S)N(CCCN1CCOCC1)Cc1cccs1
assay / entry	13	14	15	16	17	18
KLK7 zymogen act	0.0	0.2	0.5	0.5	0.0	-0.4
NPR2 activator	6.5	-0.8	-0.2	8.0	-1.6	4.0
GC-A act	2.9	-1.2	-1.1	-1.9	2.4	0.3
GAA850 FXN act	4.5	0.5	0.5	nt	-0.1	0.2
ARFGAP1 inh	-4.7	-2.8	-3.6	-6.5	11.2	0.6
ASAP1 inh	0.3	5.2	-1.1	10.8	1.2	4.2
rCAG binder	-6.2	21.1	93.5*	5.6	-0.8	-4.2
HGIII-sPLA2 inh	1.0	-7.1	-46.7	-5.9	4.1	17.8
ADAM10 inh	9.6	5.3	7.7	7.4	2.9	-8.1
Tn6 DDE FP	-0.9	-5.3	-8.1	3.1	-2.5	2.3

(19) Cc1ccc(C)c(NC(=O)c2ccccc2Sc2ccc([N+](=O)[O-])cc2Cl)c1
(20) CCN(Cc1nc2ccccc2c(=O)[nH]1)C(=O)c1cccc(S(=O)(=O)N2CCc3ccccc32)c1
(21) COC(=O)c1cn(NC(=O)c2cc(OC)c(OC)c(OC)c2)c(=O)c2ccccc12
(22) O=C(CSc1nc2ccccc2o1)Nc1nc(-c2ccccc2)cs1
(23) CC(=O)c1cccc(NC(=O)N2CCc3ccccc3C2)c1
(24) COc1ccc(C)cc1NC(=O)C(Sc1nnc(Nc2ccccc2F)s1)c1ccccc1 (stereo not drawn)
assay / entry	19	20	21	22	23	24
KLK7 zymogen act	-0.1	0.9	-1.2	0.1	-0.2	-0.1
NPR2 activator	-15.8	-3.3	-0.4	0.9	-3.1	0.4
GC-A act	-11.5	-2.4	0.2	4.0	3.0	-6.2
GAA850 FXN act	-0.3	2.9	-1.4	-5.4	3.3	0.9
ARFGAP1 inh	5.4	-3.2	14.1	1.5	3.7	5.6
ASAP1 inh	-1.5	10.1	7.3	11.8	-0.9	-2.6
rCAG binder	0.7	3.3	-0.6	8.7	-3.5	9.2
HGIII-sPLA2 inh	-0.3	-7.3	-1.7	-6.4	-3.5	-22.5
ADAM10 inh	9.4	-5.0	0.6	2.0	1.0	14.3
Tn6 DDE FP	-2.3	5.0	-1.5	-8.2	-2.9	-5.7

(25) Cc1ccc(-n2c(-c3ccc(Cl)cc3)n[nH]c2=S)cc1
(26) Cc1cccc(NS(=O)(=O)c2cccc(C(=O)N3CCC3)c2)c1
(27) CC(C(=O)NCCCc1ccccc1)c1ccc([N+](=O)[O-])cc1 (stereo not drawn)
(28) COc1cc(CN/C(C)=C(\C#N)C(N)=O)cc(OC)c1OC
(29) COC(=O)c1cc(NC(=O)Nc2cc(OC)ccc2OC)cc(C(=O)OC)c1
(30) CCOc1ccc(NC(=O)C(=O)NCCCn2ccnc2)cc1
assay / entry	25	26	27	28	29	30
KLK7 zymogen act	-1.4	0.1	0.0	0.3	-1.1	-0.2
NPR2 activator	-2.3	-2.5	-3.6	1.1	-1.7	0.4
GC-A act	-4.0	2.1	2.7	-0.2	-29.9	6.3
GAA850 FXN act	1.2	-0.6	0.9	-0.7	0.0	1.8
ARFGAP1 inh	-6.2	-5.5	-8.2	11.5	2.7	0.4
ASAP1 inh	-10.5	-9.7	9.5	-1.9	-12.1	11.5
rCAG binder	4.2	1.4	-1.4	-2.8	-1.5	-0.9
HGIII-sPLA2 inh	18.6	-1.6	-4.5	17.9	4.8	1.1
ADAM10 inh	10.5	-5.7	4.4	-7.5	1.1	1.0
Tn6 DDE FP	0.9	0.7	-0.8	1.9	-7.3	-4.2

(31) CN(C)c1nc(=NCc2cccs2)ss1
(32) Fc1cccc(NCc2cn3ccccc3n2)c1
(33) c1cncc(CN=C2Nc3ccccc3CS2)c1
(34) CCOc1ccc(NC(=S)NCC(c2cccnc2)N2CCOCC2)cc1 (stereo not drawn)
(35) O=C(CSc1nnc(CNC(=O)c2cccs2)o1)Nc1ccc(Cl)cc1
(36) Cc1cc2c(OCC(CNC(C)(C)C)OC(=O)c3ccccc3)cccc2[nH]1 (stereo not drawn)
assay / entry	31	32	33	34	35	36
KLK7 zymogen act	-0.4	0.2	0.2	-0.3	0.1	0.9
NPR2 activator	16.2	6.0	-0.3	-3.8	11.9	-9.4
GC-A act	14.1	0.6	2.4	7.3	5.5	-13.1
GAA850 FXN act	0.7	3.6	3.8	0.2	-2.3	nt
ARFGAP1 inh	-3.2	-8.6	-3.9	-3.5	10.4	nt
ASAP1 inh	-15.8	-10.0	-10.2	-3.6	1.9	nt
rCAG binder	-0.6	-3.0	-0.7	-5.9	5.0	-0.7
HGIII-sPLA2 inh	7.8	0.9	0.1	2.6	-2.7	1.7
ADAM10 inh	-14.9	-1.1	5.0	6.7	-0.4	-1.2
Tn6 DDE FP	8.2	1.1	2.2	8.4	3.3	-1.0

(37) CCOC(=O)CC1=Nc2ccccc2NC(=O)C1
(38) N#Cc1c(-c2ccco2)ccn(Cc2ccc(F)cc2)c1=O
(39) COc1ccc(CC(=O)OCc2cc(=O)n3cc(Br)ccc3n2)cc1OC
(40) CCOc1ccc(NC(=O)c2ccc(NC(=O)CN3C(=O)C(=O)N(CC(C)C)C3=O)cc2)cc1
(41) CN(C(=O)c1sc2nc(N3CCOCC3)c3c(c2c1N)CCCC3)c1ccccc1
(42) Cc1sc2ncnc(Nc3ccc(N4CCOCC4)cc3)c2c1-c1ccccc1
(43) O=C(NCc1nnc(SCC(=O)N2CCN(c3ccccc3)CC2)o1)c1ccccc1
assay / entry	37	38	39	40	41	42	43
KLK7 zymogen act	-0.5	3.0	-0.2	-0.6	-1.4	-0.3	0.5
NPR2 activator	-1.9	-3.9	1.1	3.1	10.9	-23.8	-0.4
GC-A act	-7.2	3.2	-0.9	0.1	12.7	-21.6	-0.5
GAA850 FXN act	0.0	0.8	0.9	-3.1	-3.2	0.7	-0.2
ARFGAP1 inh	9.1	1.7	2.9	-1.6	5.0	9.4	11.5
ASAP1 inh	0.8	1.6	1.9	2.3	5.0	5.5	2.4
rCAG binder	-1.1	2.5	-0.9	0.2	3.2	-0.2	-5.5
HGIII-sPLA2 inh	3.0	-1.8	12.9	3.4	3.2	-1.3	5.2
ADAM10 inh	-5.0	-328.8	-8.8	-15.7	-87.9	1.4	-3.4
Tn6 DDE FP	-0.8	-2.9	-6.6	13.1	5.4	1.2	3.6

Reformatted with two lines to a compound: 8 of the compounds above.
Every second line gives: KLK7 zymogen act	NPR2 activator	GC-A act	GAA850 FXN act	ARFGAP1 inh	ASAP1 inh	rCAG binder	HGIII-sPLA2 inh	ADAM10 inh	Tn6 DDE FP
[36] Cc1cc2c(OCC(CNC(C)(C)C)OC(=O)c3ccccc3)cccc2[nH]1 (stereo not drawn)
→ 0.9	-9.4	-13.1	nt	nt	nt	-0.7	1.7	-1.2	-1.0
[37] CCOC(=O)CC1=Nc2ccccc2NC(=O)C1
→ -0.5	-1.9	-7.2	0.0	9.1	0.8	-1.1	3.0	-5.0	-0.8
[38] N#Cc1c(-c2ccco2)ccn(Cc2ccc(F)cc2)c1=O
→ 3.0	-3.9	3.2	0.8	1.7	1.6	2.5	-1.8	-328.8	-2.9
[39] COc1ccc(CC(=O)OCc2cc(=O)n3cc(Br)ccc3n2)cc1OC
→ -0.2	1.1	-0.9	0.9	2.9	1.9	-0.9	12.9	-8.8	-6.6
[40] CCOc1ccc(NC(=O)c2ccc(NC(=O)CN3C(=O)C(=O)N(CC(C)C)C3=O)cc2)cc1
→ -0.6	3.1	0.1	-3.1	-1.6	2.3	0.2	3.4	-15.7	13.1
[41] CN(C(=O)c1sc2nc(N3CCOCC3)c3c(c2c1N)CCCC3)c1ccccc1
→ -1.4	10.9	12.7	-3.2	5.0	5.0	3.2	3.2	-87.9	5.4
[42] Cc1sc2ncnc(Nc3ccc(N4CCOCC4)cc3)c2c1-c1ccccc1
→ -0.3	-23.8	-21.6	0.7	9.4	5.5	-0.2	-1.3	1.4	1.2
[43] O=C(NCc1nnc(SCC(=O)N2CCN(c3ccccc3)CC2)o1)c1ccccc1
→ 0.5	-0.4	-0.5	-0.2	11.5	2.4	-5.5	5.2	-3.4	3.6
